Screening data (PubChem BioAssay)
ERK EGF block: EGF-driven ERK pathway inhibition; HEK293-V1b, EGF-stimulated phospho-ERK AlphaScreen; Potency, µM (doses to about 11.5 µM), for inactives: at the highest dose activity change, negative = inhibition, actives largely listed as inhibitors; hit rate 0.41% among 130,000; active = well fitted inhibition curve with a large enough effect; inconclusive = small, poorly fitted or top-dose-only effect, or effect the other way;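 also: plate controls were stimulated vehicle wells for no effect and unstimulated vehicle basal for full effect; nearly all actives have a fitted effect of over 55% in size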
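Compounds are titrated over HEK293-V1b cells kept overnight in 1% FBS. After 30 min at 37C, EGF (25 nM final) triggers ERK phosphorylation for 5 min, measured by AlphaScreen in lysates.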
Active calls of the source: *; ? = inconclusive; & = joins results of further samples; [ ] = dose if it differs, or a comment. Potency is read from the fitted curve at half-maximal effect.

SMILES	ERK EGF block
CC1CCC(NC(=O)C2CC(=O)N(c3ccc4c(c3)OCCO4)C2)CC1 (stereo not drawn)	-2.2%
CCCCC1=CC2=CC(=O)C(C)(OC(=O)CC)C(=O)C2=CN1C1CCCC1 (stereo not drawn)	-0.5%[57.5 µM]
O=C(Nc1ccc(F)cc1)Nc1ccc(Oc2ncnc3cc(Cl)ccc23)nc1	6.5%[57.5 µM]
Cc1noc(C)c1S(=O)(=O)Nc1ccc(C(=O)N2CCC(C)CC2)cc1	-11.0%
CCSC1=C(C#N)C(c2ccc(C)o2)CC(=O)N1 (stereo not drawn)	1.3%[57.5 µM]
COC(C(=O)Nc1cccc([N+](=O)[O-])c1)c1ccccc1 (stereo not drawn)	-4.8%
COc1ccc(-c2nsc(SCC(=O)NCC3CCCO3)n2)cc1 (stereo not drawn)	9.2%
CCCN(C(=O)c1ccco1)c1nnc(-c2cccc(C)c2)s1	-5.8%
O=C(CC1SC(=Nc2ccc(O)cc2)NC1=O)Nc1ccccc1 (stereo not drawn)	-1.7%[57.5 µM]
CC(C)(C)C(=O)Nc1nc(NC(=O)C(C)(C)C)nc(-c2ccccc2Cl)n1	-1.8%[57.5 µM]
Nc1nnc(SCC(=O)c2ccc3c(c2)NC(=O)CO3)s1	-22.9%
Cc1cc(C)c(CSc2ncnc3nc[nH]c23)c(C)c1	-5.2%
Cn1nc(C(=O)NCc2cccs2)c2ccccc2c1=O	-1.4%
COc1ccc(-c2nc(N)ncc2-c2csc(C)n2)c(O)c1OC	-1.4%
COc1ccccc1OCCn1c(=O)oc2ccc(C)cc21	-0.8%
CN(Cc1ccccc1)c1ccc(N2C(=O)CCCC2=O)cc1[N+](=O)[O-]	3.5%
CCOCCn1c(-c2ccccc2)nc2ccccc21	-4.7%[57.5 µM]
CN(CCn1ccnc1)Cc1cn(Cc2ccccc2)nc1-c1ccc2c(c1)OCO2	-21.0%[57.5 µM]
COc1ccc(NC(=O)c2ccc(NC(=O)C(C)C)cc2)c([N+](=O)[O-])c1	2.1%
C=CCn1c(SCc2nc3sc(C(=O)O)c(C)c3c(=O)[nH]2)nnc1-c1ccccc1	-18.4%
O=C(Nc1nnc(CCN2CCCCC2)s1)c1ccccc1	-9.3%
O=C1c2ccccc2NC2CCCCCN12 (stereo not drawn)	-4.7%
Cc1ccc(NC(=O)COC(=O)c2ccc([N+](=O)[O-])s2)c(C)c1	-3.9%
C=CCn1c(=O)c2ccccc2n2nnc(C(=O)OCC)c12	3.1%[57.5 µM]
CC1CSc2ccccc2NC1=S (stereo not drawn)	-1.6%
O=C(CCCCl)NC1=NN(c2ccccc2)C(=O)C1	2.9%
Cc1ccnc(SCCn2c(N3CCN(C)CC3)nc3c2c(=O)n(C)c(=O)n3C)n1	11.9%[57.5 µM]
CCc1ccc2[nH]c3nc(C)cc(C)c3c(=O)c2c1	0.4%
CCN1CCN(c2ccc(N=Cc3ccc(O)cc3O)cc2)CC1	-6.5%
COc1ccc(CN(C)CC(=O)NC(C)c2ccccc2)c(OC)c1 (stereo not drawn)	-8.6%[57.5 µM]
COCCN1C(=O)N[C@@H](c2cccs2)C(C(=O)OC)=C1C	-19.4%&-5.1%
CC(CNC(=O)COc1ccccc1)OC(=O)Nc1ccc(Cl)c(Cl)c1 (stereo not drawn)	?
Cc1cccc(NCc2cc(Cl)ccc2O)n1	2.5%
C#Cc1ccc([C@@H]2C=C(C(=O)NC3CC3)O[C@H](OCCCCO)C2)cc1	7.7%[57.5 µM]
Cc1cccc(OCCNc2ccc(C(F)(F)F)cc2[N+](=O)[O-])c1	1.0%
COc1cc(/C=N/NC(=O)C2C3CCCCC32C)cc(Br)c1O (stereo not drawn)	1.2%
O=C(Cn1nc(-c2ccc3c(c2)OCCO3)ccc1=O)Nc1ccc(-n2cnnn2)cc1	-0.6%
CCOC(=O)C(=O)Nc1cc(C)nn1-c1nc2ccccc2[nH]1	-8.1%[57.5 µM]
O=C(CCCn1c(SCc2ccccc2F)nc2ccccc2c1=O)NCC1CCCO1 (stereo not drawn)	-12.5%
Cc1nonc1C1CCCN1Cc1cn[nH]c1-c1ccc(-c2ccccc2)cc1 (stereo not drawn)	-7.0%[57.5 µM]
CN(C)CCCNC(=O)/C(=C\c1ccc(-c2ccc(Br)cc2)o1)NC(=O)c1ccccc1	?
COCCCN1C(=O)/C(=C/c2ccc(CNS(=O)(=O)c3ccccc3)o2)C(C(=O)OC)=C1C	2.8%
COc1ccccc1N(C)S(=O)(=O)c1ccc(C(=O)Nc2ccc(N3CCOCC3)cc2)cc1	?
CCN(CC)C(=O)CSc1ncnc2c1cnn2-c1ccccc1	-1.5%
CCOC(=O)c1ccc(NC(=S)NCCCN2CCOCC2)cc1	-6.7%
COc1ccc(/C=N/Nc2ncnc3c2[nH]c2ccc(C)cc23)c(OC)c1OC	2.7%[57.5 µM]
COc1ccc(Cn2cccc(NC(=O)Nc3ccc(F)cc3)c2=O)cc1	0.3%
O=C(C1CC1)N1CCc2[nH]c3ccccc3c2C1	-6.8%
Cc1ccc(N/N=C(/Sc2nnnn2-c2ccccc2)C(=O)c2ccccc2)cc1	-2.2%
O=c1[nH]n2c(=O)c3c([nH]c2c1N=Nc1cccc(Cl)c1)CCCC3	-5.5%
CN(C)S(=O)(=O)c1cc(NC(=O)Cn2ccsc2=N)ccc1Cl	-7.5%
Cc1cc(OC(=O)c2ccc3ccccc3c2)c([N+](=O)[O-])c(=O)[nH]1	2.3%
CC12CCC(C(=O)Nc3ccccc3Cl)([C@H](Br)C1=O)C2(C)C (stereo partly drawn)	10.1%[57.5 µM]
CC(C)c1ccc(C2CC(c3ccc(Br)cc3)=NN2C(N)=S)cc1 (stereo not drawn)	5.8%
CN1CCN(C(=O)C2CCC(C)(C(=O)O)C2(C)C)CC1 (stereo not drawn)	1.4%
Cc1nn(-c2ccccc2)c(N2CCCC2)c1/C=N/NC(=O)c1ccccc1O	1.5%
COCCNC(=O)/C(C#N)=C/c1cc(Br)c(O)c(OC)c1	-6.2%
N#C/C(=C\c1cccc([N+](=O)[O-])c1)C(=O)NCC1CCCO1 (stereo not drawn)	18.6%
OCCC1CN(CCCn2cccn2)CCN1C1CCCCC1 (stereo not drawn)	-4.5%
COc1ccc(C(=O)NCC2CCCO2)cc1OC (stereo not drawn)	4.8%[57.5 µM]
(more compounds)
SMILES	ERK EGF block
COCCCNC(=O)CSc1ccsc1[N+](=O)[O-]	-4.8%
O=C(NNc1ccccc1[N+](=O)[O-])Nc1ccc(Cl)c(Cl)c1	2.7%
C=CCn1c(SCc2nc3sc(C(=O)O)c(C)c3c(=O)[nH]2)nnc1-c1ccc(C(C)(C)C)cc1	2.9%[57.5 µM]
CCC(=O)Nc1c(S(=O)(=O)c2ccc(C)cc2)c2nc3ccccc3nc2n1C(C)c1ccccc1 (stereo not drawn)	-10.0%
COc1ccc(-c2cc([C@H]3[C@@H]4C=CCC[C@@]4(C)C(=O)N3Cc3ccccc3)ccc2F)cc1OC	11.0%[57.5 µM]
S=C=Nc1cccc(NC(=S)NCCCCNC(=S)Nc2cccc(N=C=S)c2)c1	-3.7%
Cc1cccc(N2CCN(Cc3cnc(Cl)s3)CC2C)c1 (stereo not drawn)	-2.0%
CCOC(=O)c1ccc(NC(=O)c2cccc(C)c2[N+](=O)[O-])cc1	?
Cc1sc2c(c1C)c(=O)n(-c1ccccc1)c(=O)n2CC(=O)NCC1CCCO1 (stereo not drawn)	-2.9%
COc1cccc(C2=CC(c3ccc(OC)c(OC)c3)NC(=S)N2)c1 (stereo not drawn)	12.6%[57.5 µM]
CN(C)C(=O)c1nc2ccc(Cl)cn2c1CNCc1ccccc1OC(F)(F)F	-14.9%[57.5 µM]
O=C(NC(Nc1nc2ccc([N+](=O)[O-])cc2s1)(C(F)(F)F)C(F)(F)F)c1cccnc1	10.2%
COc1cccc(/C=C/C(=O)OCC(=O)NCC2CCCO2)c1OC (stereo not drawn)	9.1%
Cc1ccc(C)c(N2C(=O)c3cc(N4CCOCC4)c([N+](=O)[O-])cc3C2=O)c1	9.2%
CC1Oc2ccccc2N(CC(=O)NCc2cccs2)C1=O (stereo not drawn)	-4.2%
CCOC(=O)c1ccc(NC(=S)N2CCSC2c2ccc(Cl)cc2)cc1 (stereo not drawn)	-4.7%
CCOC(=O)c1ccc(N2CCOCC2)c(NC(=O)COCC(=O)O)c1	2.3%[57.5 µM]
O=C(NCc1nc2ccccc2[nH]1)C1=C[C@@H](c2ccc3c(c2)OCO3)C[C@@H](OCc2ccc(CO)cc2)O1	-12.6%[57.5 µM]
Cc1cccc(NC(=S)N2CCOCC2)c1C	0.4%
Cc1ccc(/C=N/N=C/c2ccc(C)cc2)cc1	-3.9%
O=C(CN1CCN(c2ccc(Cl)cc2)CC1)NCc1ccccc1	-8.8%
CCOc1ccc(-n2c(=O)c3c(C)c(C(=O)N(C)C)sc3n(CC(=O)Nc3ccccc3F)c2=O)cc1	-15.2%
Cc1ccc(-c2nsc(SCC(=O)Nc3ccc4c(c3)OCO4)n2)cc1	-2.7%
Cc1[nH]c2ccccc2c1/C=N/NC(=O)CNC(=O)c1ccc2c(c1)OCCO2	1.2%[57.5 µM]
NS(=O)(=O)c1cccc(NC(=O)COC(=O)CC2CC3CCC2C3)c1 (stereo not drawn)	6.5%[57.5 µM]
CCOc1cc(NC(=S)NCC2CCCO2)c(OCC)cc1NC(=O)c1cccc(F)c1 (stereo not drawn)	3.3%
Cc1nc(N)nc2c1CCCC2	-5.2%[57.5 µM]
O=C(CSc1nc(-c2ccco2)cc(C(F)(F)F)n1)N1CCCc2ccccc21	-4.5%
Nn1c(Cc2ccccc2F)nnc1SCCOc1ccc(Cl)cc1	-11.5%
COc1ccc(OC)c(NC(=S)N2CCC(C(O)(c3ccccc3)c3ccccc3)CC2)c1	6.7%

Some of these compounds in order of the ERK EGF block value, smallest number first.
SMILES	ERK EGF block
CCOc1ccc(-n2c(=O)c3c(C)c(C(=O)N(C)C)sc3n(CC(=O)Nc3ccccc3F)c2=O)cc1	-15.2%
CCOC(=O)c1ccc(NC(=S)N2CCSC2c2ccc(Cl)cc2)cc1 (stereo not drawn)	-4.7%
Cc1cccc(NC(=S)N2CCOCC2)c1C	0.4%

The list goes on.
SMILES	ERK EGF block
CCSC1=NN2CCS(=O)(=O)N=C2S1	8.1%
COc1cc(/C=C(\NC(C)=O)C(=O)Nc2ccc(NC(C)=O)cc2)ccc1OC(C)=O	-1.3%
CSc1cccc(NC(=S)N(CCCN2CCCC2)Cc2cccs2)c1	6.1%
O=C(COC(=O)Cc1n[nH]c(=O)c2ccccc12)Nc1ccc(Cl)cc1F	-7.9%
CC(C)CCNC(=O)c1ccc2c(SCC(=O)O)c3c(nc2c1)CCCC3	10.4%
CC(C)(CC(=O)O)CC(=O)Nc1ccccc1Oc1ccccc1	-5.0%[57.5 µM]
O=C(CSc1nc2ccc(Nc3nc(N4CCOCC4)nc(N4CCOCC4)n3)cc2s1)NCc1ccco1	2.3%
Cc1ccc(C(=O)OCC(=O)NC2CCCCC2)s1	-2.2%
S=c1nc(-c2cccc(Cl)c2)[nH][nH]1	3.9%
CNC(=O)C1(C)C=CCN1C(=O)c1ccccc1 (stereo not drawn)	-14.6%&-15.6%
CC(Cn1nnc2ccccc21)C(=O)O (stereo not drawn)	-3.1%
CN(C)CCNC(=S)Nc1ccccc1C(C)(C)C	-0.7%
O=c1[nH]n2c(C(F)(F)F)cc(C3CC3)nc2c1N=Nc1ccccc1	-1.7%
N#CCCN(C(=S)NC(=O)c1ccco1)c1ccccc1F	-3.6%
CSc1nc(N)c2c(C)c(C)sc2n1	6.3%
CC(C)(C)c1ccccc1NC(=O)Cn1c(=O)cnc2ccccc21	3.2%
COc1ccc(CNc2ccc(Br)cc2)cc1	1.7%
COC(=O)Nc1ccc2[nH]cc(CCNC(C)=O)c2c1	-0.5%
Cc1ccc(CSCC(=O)Nc2ccccc2F)cc1	-2.0%
O=C(Nc1cc(S(=O)(=O)N2CCOCC2)ccc1N1CCOCC1)C1CCCO1 (stereo not drawn)	0.5%
Cc1c(C(=O)O)cccc1-n1c(C)cc(C=O)c1C	-11.9%
COc1ccc(CN(C(=O)/C=C/c2ccco2)C2CCS(=O)(=O)C2)cc1 (stereo not drawn)	-2.9%[57.5 µM]
CC(=O)N1CC=CC1(C)C(=O)NCC1CC1 (stereo not drawn)	-3.1%
COc1ccc(NC(=O)CCC(=O)N(Cc2ccc(OC)c(OC)c2)c2nccs2)c(OC)c1	5.1%
CCOC(=O)C1(CCOC)CCN(Cc2nc(C(C)C)cs2)CC1	-3.4%
O=c1oc(Cl)c(Cl)c2ccccc12	11.3%
O=C(Oc1cccc([N+](=O)[O-])c1)N1CCCCC1	-9.8%
Cc1sc2nc(C)n(/N=C/N(C)C)c(=O)c2c1C	2.0%[57.5 µM]
CCCCNC(=O)Nc1ncn[nH]1	-1.6%[57.5 µM]
CCCNCc1cc(OCC)c(OCC(=O)Nc2ccccc2)cc1Br	-2.3%

The closing 6 records of the part above come first, to join the parts.
SMILES	ERK EGF block
CCOC(=O)C1(CCOC)CCN(Cc2nc(C(C)C)cs2)CC1	-3.4%
O=c1oc(Cl)c(Cl)c2ccccc12	11.3%
O=C(Oc1cccc([N+](=O)[O-])c1)N1CCCCC1	-9.8%
Cc1sc2nc(C)n(/N=C/N(C)C)c(=O)c2c1C	2.0%[57.5 µM]
CCCCNC(=O)Nc1ncn[nH]1	-1.6%[57.5 µM]
CCCNCc1cc(OCC)c(OCC(=O)Nc2ccccc2)cc1Br	-2.3%
CCN(CC)S(=O)(=O)c1ccc2nc(NC(=O)c3ccco3)sc2c1	-10.0%
Cc1cccc(CNc2ccnc(-c3ccc(N(C)C)cc3)n2)c1	20.9%
COC(=O)N1CCC2(CC1)CN(c1ccccn1)C2	-19.1%
COc1ccc(/C=C(\NC(=O)c2ccccc2)C(=O)N/N=C/c2sccc2C)cc1	4.4%
Cc1cc(=O)[nH]c(NN=C(CC(C)C)CC(C)C)n1	6.1%

Some of the compounds tested; rates above refer to the full screens.
